Assay outcomes: PubChem, Sanford-Burnham Center for Chemical Genomics
H9c2 TAG inh: triacylglycerol accumulation inhibition; actives 0.66% (n = 230,000); inhibition, % at 12.5 µM; AID 651582; H9c2 cells, Nile Red lipid (TAG) fluorescence; cells loaded with 200 µM oleic acid;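 active = pattern-corrected inhibition of lipid staining of at least 50% with the nuclear-stain viability signal not falling by more than 50%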;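 note: 0% = DMSO wells and 100% = triacsin C control wells; some results filed as inactive read as strong as hits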
H9c2 TAG inh DAPI viability: further read-out of H9c2 TAG inh, marked with its call; DAPI nuclei signal change (viability), lower = more cytotoxic, %;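 whole-well DAPI fluorescence read on a plate reader as a viability signal; minus 50 percent equals half of cells still viable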
* marks the source's active call; other numbers are inactive results. Not all compounds are listed; count on the stated rates, not on these rows.

Preview (21 entries):
Molecule | H9c2 TAG inh | H9c2 TAG inh DAPI viability
CC(C)(C)OC(=O)NCCCCCNC(=O)c1ncn(Cc2ccccc2)c1C(=O)NCCCCCNC(=O)OC(C)(C)C | -5 | -5
CC(C)CNC(=S)N1CCN(C(c2ccccc2)c2ccccc2)CC1 | -7 | 0
COc1ccc(NC(=O)c2ccc(S(=O)(=O)N(C)c3ccccc3)cc2)cc1S(=O)(=O)N1CCOCC1 | 12 | -8
N#C/C(=C/c1cccc([N+](=O)[O-])c1)C(=O)Nc1ccccc1O | -1 | 0
O=C(NNC(=O)c1cc(Cl)ccc1[N+](=O)[O-])c1csc(N2CCOCC2)n1 | 2 | 7
CCOc1cccc(-c2cc(C(=O)N3N=C(C)CC3(O)C(F)F)c3ccccc3n2)c1 (stereo not given) | -13 | -1
COc1cccc(C2CCCN2Cc2nc(-c3sccc3C)oc2C)c1 (stereo not given) | -4 | 12
Cc1ccc(Cl)cc1N1CCN(S(=O)(=O)c2ccc3c(c2)OCCO3)CC1 | -11 | 7
O=C(/C=C/c1ccccc1Cl)NNC(=O)c1ccncc1 | 22 | -5
Cc1cc(/C(N)=N/OC(=O)c2cccc(Cl)c2)no1 | -7 | 4
CCCNS(=O)(=O)c1cccn1-c1ncc(C(F)(F)F)cc1Cl | 4 | -7
COc1ccc2nc(Nc3sc4c(c3C(N)=O)CCCC4)sc2c1 | 13 | 21
N#C/C(=C\c1ccc(OCc2ccc(C(=O)O)cc2)cc1)C(=O)N1CCOCC1 | -1 | 5
CCCn1c(C)cc(/C=C(\C#N)C(=O)O)c1C | 3 | 7
O=C(O)C1CC=CCC1C(=O)NC12CC3CC(CC(C3)C1)C2 (stereo not given) | 7 | 6
CCCCNC(=S)Nc1ccccc1F | 22 | -12
O=C(NCc1cccs1)c1csc([C@@H]2O[C@H](CO)[C@H](O)[C@H](O)[C@H]2O)n1 | 2 | -5
Cc1noc(C)c1-c1ccc2ncnc(NC(C)c3ccco3)c2c1 (stereo not given) | 30 | 0
Cc1ccccc1C(=O)NN(C)c1nc2ccccc2nc1C(F)(F)F | 17 | -1
CCn1c(=O)n(C)c2c(=O)n(C)c(=O)n(C)c21 | 5 | 11
CN(CCC#N)C(=O)COC(=O)c1ccc(CNS(=O)(=O)c2ccc(F)c(Cl)c2)cc1 | 8 | -8

The list itself (from the top)
Molecule | H9c2 TAG inh | H9c2 TAG inh DAPI viability
CC(C)(C)OC(=O)NCCCCCNC(=O)c1ncn(Cc2ccccc2)c1C(=O)NCCCCCNC(=O)OC(C)(C)C | -5 | -5
CC(C)CNC(=S)N1CCN(C(c2ccccc2)c2ccccc2)CC1 | -7 | 0
COc1ccc(NC(=O)c2ccc(S(=O)(=O)N(C)c3ccccc3)cc2)cc1S(=O)(=O)N1CCOCC1 | 12 | -8
N#C/C(=C/c1cccc([N+](=O)[O-])c1)C(=O)Nc1ccccc1O | -1 | 0
O=C(NNC(=O)c1cc(Cl)ccc1[N+](=O)[O-])c1csc(N2CCOCC2)n1 | 2 | 7
CCOc1cccc(-c2cc(C(=O)N3N=C(C)CC3(O)C(F)F)c3ccccc3n2)c1 (stereo not given) | -13 | -1
COc1cccc(C2CCCN2Cc2nc(-c3sccc3C)oc2C)c1 (stereo not given) | -4 | 12
Cc1ccc(Cl)cc1N1CCN(S(=O)(=O)c2ccc3c(c2)OCCO3)CC1 | -11 | 7
O=C(/C=C/c1ccccc1Cl)NNC(=O)c1ccncc1 | 22 | -5
Cc1cc(/C(N)=N/OC(=O)c2cccc(Cl)c2)no1 | -7 | 4
CCCNS(=O)(=O)c1cccn1-c1ncc(C(F)(F)F)cc1Cl | 4 | -7
COc1ccc2nc(Nc3sc4c(c3C(N)=O)CCCC4)sc2c1 | 13 | 21
N#C/C(=C\c1ccc(OCc2ccc(C(=O)O)cc2)cc1)C(=O)N1CCOCC1 | -1 | 5
CCCn1c(C)cc(/C=C(\C#N)C(=O)O)c1C | 3 | 7
O=C(O)C1CC=CCC1C(=O)NC12CC3CC(CC(C3)C1)C2 (stereo not given) | 7 | 6
CCCCNC(=S)Nc1ccccc1F | 22 | -12
O=C(NCc1cccs1)c1csc([C@@H]2O[C@H](CO)[C@H](O)[C@H](O)[C@H]2O)n1 | 2 | -5
Cc1noc(C)c1-c1ccc2ncnc(NC(C)c3ccco3)c2c1 (stereo not given) | 30 | 0
Cc1ccccc1C(=O)NN(C)c1nc2ccccc2nc1C(F)(F)F | 17 | -1
CCn1c(=O)n(C)c2c(=O)n(C)c(=O)n(C)c21 | 5 | 11
CN(CCC#N)C(=O)COC(=O)c1ccc(CNS(=O)(=O)c2ccc(F)c(Cl)c2)cc1 | 8 | -8
Cn1c(OCc2cccnc2)nc2c1c(=O)n(Cc1ccc(Br)cc1)c(=O)n2C | 16 | -16
N/C(=N\OC(=O)CCC1CCCC1)c1ccc([N+](=O)[O-])cc1 | 2 | -6
COc1cccc(/C=C/C(=O)OCC(=O)NC2CC2)c1 | -4 | 5
CCCn1c(=O)c(/C(N)=N/O)nn(-c2cccc(C(F)(F)F)c2)c1=O | -10 | -5
FC(F)Sc1nc2ccccc2[nH]1 | 9 | -4
COc1ccc(C2CCCN2C(=S)Nc2ccccc2C)cc1OC (stereo not given) | -15 | 4
COc1cc(/C=C/C(=O)OCC(=O)NCc2ccc(F)cc2)ccc1O | 15 | -5
Cc1ccccc1OCC(=O)N/N=C/c1cn(C)c2ccccc12 | 4 | 1
COC(=O)c1ccc(/C=N/OCC(=O)NCc2ccc(F)cc2)cc1 | -2 | 0
CC(=O)c1nn(-c2ccc(C)cc2)cc1C(=O)c1cccc(Br)c1 | 6 | 3
CCOc1ccc(NC(=S)NC2CC3CCC(C2)N3Cc2ccco2)cc1 (stereo not given) | 2 | 7
O=C(COc1ccc(Cl)cc1Cl)Nc1cccc(-c2ccc(N3CCOCC3)nn2)c1 | 19 | 7
CCc1c(C)nc(N)c(C#N)c1-c1ccccc1 | 5 | 8
CC1CCCN(CC(O)CN)C1 (stereo not given) | -10 | 8
COc1ccc(/C=C/C(=O)Nc2nnc(C(C)C)s2)cc1OC | 11 | 13
Cc1ccccc1OCC(=O)OC1CCN(C)CC1 | 5 | 0
C[C@]12c3[nH]c4ccccc4c3CCN1C(=O)C(CC(=O)NCc1ccco1)C[C@@H]2C(=O)N1CCCCC1 (stereo not given in full) | 5 | -7
CCOc1ccc(Cl)cc1CSc1ncn[nH]1 | -1 | -5
N#Cc1cccc(C(=O)OCC(=O)NC(=O)NC2CCCCC2)c1 | 5 | 1
COc1ccccc1N1C(=O)CCC1(C#N)c1ccccc1 (stereo not given) | -25 | -1
CCC(C)NC(=O)CSc1nnc(-c2ccc(Cl)cc2)n1N (stereo not given) | 9 | 13
Cc1nnc(NC(=O)c2ccc(S(=O)(=O)N3CC(C)OC(C)C3)cc2)o1 (stereo not given) | -10 | -3
CCOC(=O)C1(C)CCN1C(=O)c1ccc(C(F)(F)F)cc1 (stereo not given) | -16 | 3
c1ccc(-c2nnc(N3CCN(c4ccccc4)CC3)nc2-c2ccccc2)cc1 | 0 | 0
CC1NC2(C(=O)N(Cc3ccccc3)c3ccccc32)C2C(=O)N(c3ccccc3)C(=O)C12 (stereo not given) | -1 | -3
CCn1c(C)nc2c1C(=O)c1ccccc1C2=O | -3 | 3
COc1cc(C#Cc2c(-c3cncn3C)n(C)c3ccc(-c4ccc(CN5CCOCC5)cc4)cc23)cc(OC)c1 | 5 | 152
CCCNc1ncc2c(=O)[nH][nH]c(=O)c2n1 | 4 | 6
CC(=O)c1ccc(N2CCN(S(=O)(=O)c3ccc4ccccc4c3)CC2)cc1 | -19 | 4
COCCN(C(=O)COC(=O)/C=C/c1cccc(C(F)(F)F)c1)c1c(N)n(CC(C)C)c(=O)[nH]c1=O | 2 | -5
O=C(c1ccc(OC2CCN(CCc3ccccc3)CC2)cc1)N1CCCCC1CCCO (stereo not given) | -4 | 2
O=C(NCCc1ccccc1)Oc1ccc(Cl)cc1 | 7 | -5
CCCCn1c(SCC(=O)NC2CCS(=O)(=O)C2)nc2ccccc2c1=O (stereo not given) | -10 | 4
O=C(NC(c1ccccc1)c1cnccn1)C1CCN(Cc2ccc(Cl)c(Cl)c2)CC1 (stereo not given) | -1 | 12
CCCCC(c1nnnn1C1CCCC1)N1CCN(C2CCCCC2)CC1 (stereo not given) | -4 | 1
CS(=O)(=O)c1ccc(Cl)c(NC(=O)CNC(=O)c2ccc3c(c2)OCO3)c1 | 0 | -1
O=C(N/N=C/c1cccs1)c1ccc2nc[nH]c2c1 | 4 | 1
COc1ccccc1/C=C/C(=O)OCC(=O)Nc1c(F)cccc1F | -10 | 0
COc1ccc(NC(=O)COc2ccccc2Cl)cc1S(=O)(=O)N1CCCCC1 | -13 | -14

(more compounds)
Sequence of screens – H9c2 TAG inh	H9c2 TAG inh DAPI viability
C=CCn1c(C)cc(C(=O)COC(=O)/C=C/c2c(C)nn(C3CCS(=O)(=O)C3)c2Cl)c1C (stereo not given)
 : -4	8
COc1cc(C(=O)Sc2ccc(Cl)cc2)cc(OC)c1OC
 : 2	-17
COc1ccc(CNC(=O)c2c(O)c3ccccc3n(C)c2=O)cc1
 : 2	0
CCC(C(=O)N1CCN(c2cccc(Cl)c2)CC1)c1ccccc1 (stereo not given)
 : -6	-3
Cc1nn(-c2ccccc2)c(Cl)c1/C=N/Nc1nncc(=O)[nH]1
 : -22	15
CCOC(=O)C1C(c2ccc(OC)cc2)N(C)OC1(O)C(F)(F)F (stereo not given)
 : 3	-9
O=C(O)CCCC(=O)Nc1ccc(Cl)cc1
 : 14	-21
COc1cccc(Cn2cnc3c(NS(=O)(=O)c4ccc(Cl)cc4)c(C)c(C)cc32)c1
 : 8	-1
COc1cccc(-c2cnc(C(O)c3ccc(C(C)(C)C)cc3)[nH]2)c1 (stereo not given)
 : -10	4
COCC(C)NCc1ccccc1C (stereo not given)
 : -4	12
CC12CCC(C(=O)Nc3cccc(NC(=O)C45CCC(C)(C(=O)O4)C5(C)C)n3)(OC1=O)C2(C)C
 : -5	-17
O=C1OC(NCc2cccnc2)(c2ccc(Cl)cc2)c2ccccc21 (stereo not given)
 : 7	-10
N#Cc1c(-c2ccccc2)ccn(Cc2cccc(Cl)c2)c1=O
 : -15	-2
COc1ccc(Cn2c(-c3ccco3)nc3c(c(=O)c4ccccc4n3C)c2=O)cc1
 : 13	8
COc1ccc(C2CCCN2C(=O)Nc2ccc(F)cc2)cc1OC (stereo not given)
 : 6	2
CN(C)c1ccc(CNC2CC(C)(C)NC(C)(C)C2)cc1
 : 15	0
O=C1Cc2c(-c3ccccc3)cc(-c3cccc(Cl)c3)nc2-c2ccccc2N1
 : -13	18
CCOP(=O)(c1c(F)c(F)c(F)c(F)c1F)C1(O)CCCCC1 (stereo not given)
 : 10	-12
COC(=O)CN(c1nc(C)cc(OC)n1)S(=O)(=O)c1ccccc1
 : -6	0
COC/C=C/C1=CC2=CC(=O)C(C)(OC(=O)c3cnc4ccccc4n3)C(=O)C2=CN1Cc1ccco1 (stereo not given)
 : 9	2
Cc1noc(/C=C/N(C)C)c1S(=O)(=O)N1CCCC(C(=O)NC2CCCCC2)C1 (stereo not given)
 : 17	4
CSc1ccc(CN2CCN(C3CCCC3)C(CCO)C2)cc1 (stereo not given)
 : -2	1
C=CCNC(=S)N/N=C(\C)c1cccnc1
 : 10	-9
CCCNC(=O)c1ccc(N2CCC3(CC2)CC(c2ccc(Cl)cc2)=NO3)c([N+](=O)[O-])c1
 : -31	4
COc1cc(CN(CCc2c(C)[nH]c3ccc(C)cc23)C(=S)NC(C)(C)C)cc(OC)c1OC
 : 33	-3
O=C(Cn1sc2ccccc2c1=O)Nc1ccc(Br)cc1
 : 34	-12
O=C(NCCc1ccco1)C(=O)NCC1OCCCN1S(=O)(=O)c1ccc(Cl)cc1 (stereo not given)
 : 3	-7
CC(C)NC(=O)N1CCOCCOCCN(C(=O)NC(C)C)CCOCCOCC1
 : -3	4
Cc1ccc(S(=O)(=O)CCc2nc3ccccc3[nH]2)cc1
 : -4	-3
CCOCCCN(Cc1ccco1)C(=O)c1cc2c(=O)[nH]c3ccc(C)cc3c2s1
 : -14	2
CC1CCN(c2ccc(NC(=O)Cc3ccccc3)cc2)CC1
 : 0	-3
Cc1cc(C)cc(N(CC(=O)N2CCC(C)CC2)S(C)(=O)=O)c1
 : -4	-5
CCOC(=O)Nc1ccccc1C(=O)N1CCOCC1
 : -4	2
CC(Oc1ccc(Cl)cc1Cl)C(=O)Nc1ccc(OCC(=O)O)cc1 (stereo not given)
 : -1	2
CC(C)N(Cc1nc2ccccc2[nH]1)C(C)C
 : 1	-5
CCOC(=O)CC(=O)Nc1ccn[nH]1
 : -5	8
O=C(c1cn[nH]c1)N1CCc2c([nH]c3ccccc23)C1c1c(F)cccc1Cl (stereo not given)
 : 2	-12
Cc1nn(-c2ccccc2)c(Cl)c1C(=O)OCC(=O)NCCc1ccc(S(N)(=O)=O)cc1
 : 18	6
COC(=O)c1cc2sccc2n1Cc1nc(-c2cccc(Cl)c2)oc1C
 : -4	-7
CC(Oc1ccccc1)c1ccn[nH]1 (stereo not given)
 : 0	-4
CCC(C)Cn1c(C)nc2ccccc21 (stereo not given)
 : -7	-2
CC12CCC(C(=O)Nc3ccccc3-n3cccc3)(CC1=O)C2(C)C (stereo not given)
 : -15	-2
CN1CCC(N(C)C(=O)c2ccc(Cl)c(S(=O)(=O)Nc3cc(Cl)ccc3Cl)c2)CC1
 : -3	-3
Nc1c(N2CCOCC2)cc(Cl)c2nonc12
 : 30	-13
Cn1c(=O)c2cc(NC(=S)NCc3ccccc3F)ccc2n1Cc1cccc(C(F)(F)F)c1
 : 24	25
CCN(CC(=O)Nc1c(F)cccc1F)C(=O)Cc1ccccc1
 : -2	-12
Cc1ccc(NC(=O)CC2Oc3ccc(C)cc3NC2=O)cc1 (stereo not given)
 : -12	0
Cc1cc2c(c(C)c1Cl)C(c1ccc3c(c1)OCO3)CC(=O)O2 (stereo not given)
 : 1	-5
O=C(NC1CCc2ccccc21)c1cc(COc2ccc(F)cc2Cl)on1 (stereo not given)
 : 12	-16
C(=Cc1c[nH]c2ccccc12)c1ccc2ccccc2n1
 : -27	32
